Source: PubChem BioAssay (Vanderbilt High Throughput Screening Facility)
Cav32 inh = inhibitors of human Cav3.2 T-type calcium channel. AID 449739. O95180. Cav3.2-expressing cells, Fluo-4 calcium fluorescence FDSS; stronger effect = lower value. 100,000 compounds, 4% hits. B-score at 10 µM;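 active = single-dose well whose peak fluorescence ratio is a statistical outlier from its plate by either plate-standardised score or position-corrected B-score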
Numbers without * were called inactive. This is a subset; count on the stated rates, not on these rows.

compound	Cav32 inh
O=C(CSc1nnc(-c2c[nH]c3ccccc23)n1CC1CCCO1)Nc1ccc2c(c1)OCCO2 (stereo not given)	0.41
CCOC(=O)N1CCN(C(=O)CS(=O)Cc2nc(-c3cccc(C)c3)oc2C)CC1 (stereo not given)	0.39
Cc1ccc(NC(=O)N2CCC(=O)N2)cc1	-0.02
O=C(O)CCn1c(-c2ccccc2)cc2c1CCCC2=O	-1.3
O=S(=O)(NCC(c1cccnc1)N1CCOCC1)c1cccs1 (stereo not given)	-0.039
CCCNCc1cc(Cl)c(OCC)c(Cl)c1	0.65
CC(C)(C)c1ccc(-c2nc3c(C#N)c(-c4ccc5c(c4)OCO5)ccn3n2)cc1	-1.9
CCOC(=O)N1CCC(NC(=O)C(Cc2ccccc2)NC(=O)c2ccco2)CC1 (stereo not given)	-0.07
C/C=C\C=C/C(=O)Nc1cccc(C2=NOC3(C2)C[C@@H](C(N)=O)N(C(=O)[C@H]2CCC(=O)N2)C3)c1 (stereo not given in full)	0.34
Cc1ccccc1Oc1ncnc2oc(-c3ccccc3)cc12	-0.42
CCOCCCNC(=O)c1c(C)c(C(=O)OCC)n(C)c1C	0.59
COc1cc(/C=C(/C#N)c2nc3ccccc3[nH]2)ccc1OCC(=O)Nc1ccccc1C(C)C	-1.2
O=C(Nc1cccc2ccccc12)c1ccc(Cn2cc(Cl)cn2)cc1	-3.9*
CCN(CC(=O)NC1CCS(=O)(=O)C1)C(=O)COc1ccccc1-c1ccccc1 (stereo not given)	-0.29
O=C1CC(N(C(=O)c2ccco2)c2ccc(F)cc2)C(=O)N1c1ccc(F)cc1 (stereo not given)	0.81
COc1ccc(C(=O)CSc2nnnn2Cc2ccccc2)cc1	-0.75
c1coc(Cn2c(-c3ccco3)nc3ccccc32)c1	0.41
O=C(c1ccoc1)N1CCC2(CC1)Oc1ccc(Cl)cc1C(=O)C21CC(c2cccnc2)=NO1 (stereo not given)	-0.038
CC(=O)C(C)Oc1ncn(-c2ccccc2)n1 (stereo not given)	0.65
CCC(C)N(C)Cc1cccc(C2(O)CCN(S(=O)(=O)c3ccc(F)cc3)CC2)c1 (stereo not given)	1.8
O=c1cc(-c2ccc(O)cc2)oc2c([C@@H]3O[C@H](CO)[C@@H](O)[C@H](O)[C@H]3O)c(O)c([C@@H]3O[C@H](CO)[C@@H](O)[C@H](O)[C@H]3O)c(O)c12	0.33
CCOC(=O)Cn1c2c(c(-c3ccccc3OC)cc1=O)CCCC2	-1.6
COC(=O)Cn1nc(C)c2ccccc2c1=O	-0.48
CCOC(=O)C1CCN(C(=O)CN(c2ccc(OC)cc2)S(=O)(=O)c2c(C)noc2C)CC1	1.9
O=C(Nc1ccc(F)c(Cl)c1)c1ccc2c(=O)n3c(nc2c1)CCCCC3	-7.7*
CCCCCc1nc2c(=O)n(C)c3ccccc3c2o1	-0.65
CC1(C)COC(c2cccn2Cc2ccccc2Cl)=N1	-0.84
N#Cc1c(NCCN)nc(-c2ccco2)c2c1CCCC2	0.15
Cc1cc(S(=O)(=O)N2CC(=O)N(CCc3ccccc3)C(=O)C2)ccc1F	0.022
O=C(c1ccc2c(c1)OCCO2)C1CCN(S(=O)(=O)c2ccccc2F)CC1	0.57
Cn1c(SCC(=O)Nc2ccc3c(c2)OCCO3)nnc1-c1ccccn1	-0.097
CCCOc1ccccc1C1CC(=O)NC2=C1C(=O)CCC2 (stereo not given)	0.99
COc1ccc(OC)c(C(=O)c2nc3c(n2O)CCCCC3)c1	-0.014
CCCCOC(=O)c1cccnc1	0.91
Cc1c(C(=O)NCc2ccccn2)sc2nc(-c3ccccc3)cn12	0.27
CCOc1ccc(-n2cnnn2)cc1S(=O)(=O)Nc1c(C)cccc1C	0.025
O=c1c2c(n3nnnc3n1-c1ccccc1)-c1ccccc1CC21CCCC1	-0.1
O=C1CC(=C(c2ccccc2)c2ccccc2)C(=O)N1CCN1CCN(c2cccc(Cl)c2)CC1	-3.2
O=C(O)c1cccc(NC(=O)C2CCCO2)c1 (stereo not given)	0.067
Cc1ccc2c(c1)N(CC(=O)OC(CC(C)C)C(=O)NC1CCCC1)C(=O)CO2 (stereo not given)	-2.7
COc1ccc(N2Nc3n[nH]c(N)c3N2)cc1	0.82
CC(C)c1ccc(NC(=O)C(c2ccc3c(c2)OCO3)N2CCN(C(=O)c3ccco3)CC2)cc1 (stereo not given)	-5.2*
NCCCC[C@H]1NC(=O)[C@H](CCC(=O)O)NC(=O)c2cc([N+](=O)[O-])cc(I)c2OCC[C@@H](C(N)=O)NC1=O	-0.47
COc1ccc(CCN2C(=O)c3ccncc3C2=O)cc1OC	0.3
O=C(CCCCn1c(=O)[nH]c2ccccc2c1=O)N1CCN(c2cccc(C(F)(F)F)c2)CC1	-9.4*
Cc1cccc(N2C(=O)CC(N3CCN(c4ccccc4)CC3)C2=O)c1 (stereo not given)	0.06
Cc1nc2sc3c(c2c(=O)[nH]1)CCC3	-0.023
CCSC1=NC(=O)/C(=C2/C=Cc3ccccc3N2CC)S1	1.1
Cn1c2ccccc2c2ncn(CCCN3CCOCC3)c(=O)c21	0.81
COc1ccc(OC)c(S(=O)(=O)N2CCC(C(=O)NCc3ccccc3)CC2)c1	1.2
CC1CCCCC1NC(=O)CCS(=O)(=O)c1cccc2nonc12 (stereo not given)	0.098
Cc1ccc(Cn2c(CN3CC(C)OC(C)C3)nc3c2c(=O)n(C)c(=O)n3C)cc1 (stereo not given)	1.7
C1CCN(c2nc3nonc3nc2N2CCCC2)C1	1.1
CC[C@H](C)[C@@H]1NC(=O)c2cc([N+](=O)[O-])cc(I)c2NCC[C@@H](C(N)=O)NC(=O)[C@H](CCCN=C(N)N)NC1=O	0.0045
Cn1c(Sc2ccc(Cl)cc2)c(C=O)c2ccccc21	-0.34
CCCS(=O)(=O)N1CCN(C(=O)CCC2CCCC2)CC1	0.38

Next structures
compound	Cav32 inh
O=S(=O)(NCC(O)COCc1ccco1)c1cccs1 (stereo not given)	0.33
Cc1cc(=O)[nH]c(SCC(=O)N2CCN(C(c3ccccc3)c3ccccc3)CC2)n1	0.8
COc1cccc(/C(O)=C2/C(=O)C(=O)N(CCN(C)C)C2c2ccc(Br)cc2)c1 (stereo not given)	-0.046
COc1ccc(OC)c(S(=O)(=O)Nc2ccccc2SC)c1	-0.62
CC(=O)O[C@@H]1[C@@]2(C)O[C@H]2CC[C@]23O[C@H]2[C@H](OC3=O)C2=C(C)C(=O)O[C@@]21O	-0.46
O=C(COc1ccc(Cl)cc1)Nc1cnn(Cc2c(Cl)cccc2Cl)c1	-0.16
Cc1cc(NC(=O)CCC(=O)N(Cc2ccco2)C(C)(C)C(=O)NC2CCCCC2)no1	-0.8
CC(C)(C)c1ccc(Cn2nnc3c(=O)[nH]c(C4CCN(C(=O)Cc5cccs5)CC4)nc32)cc1	-2
COc1ccc(C(=O)Nc2ccccc2N2CCN(C(=O)C(C)C)CC2)cc1Cl	-0.38
Nc1ccc2c3c(cccc13)CC2	-0.07
Cc1ccc(CNC(=O)c2ccc3c(=O)n(CC4CCCO4)c(=S)[nH]c3c2)cc1 (stereo not given)	-1.7
CCOc1ccc(NS(=O)(=O)c2ccc(NC(C)=O)c(OC)c2)cc1	0.61
COC(=O)C1CCN(C(=O)c2cc3ccccc3oc2=O)CC1	-0.072
COC(=O)CSc1nc2ncccc2[nH]1	1.2
CC1(C)OC(=O)C(=CNc2ccc(F)cc2)C(=O)O1	-0.047
CC(NC(=O)C1C(=O)N(CCO)C2(C)CC1c1ccccc1O2)c1ccccc1 (stereo not given)	-2.4
COc1cccc(N2[C@@H](CC(C)=O)c3cc(C(F)(F)F)ccc3S2(=O)=O)c1	0.14
CC(=O)Nc1ccc(S(=O)(=O)N2CCC(NC(=O)c3ccco3)CC2)cc1	-0.9
COc1ccc(S(=O)(=O)Nc2ccccn2)cc1OC	0.45
COc1ccc(C(=O)Nc2ccccc2C(=O)NCCN2CCOCC2)cc1	0.073
Cc1cc(C)n(CCc2nc(-c3cccs3)cs2)n1	-0.59
CCC1(C(=O)O)NC(c2cccc(OC)c2O)C2C(=O)N(c3ccccc3)C(=O)C21 (stereo not given)	0.32
COC(=O)Cn1c(CN2CCc3ccccc3C2)nc2c1c(=O)n(C)c(=O)n2C	-0.031
OC(COc1ccc(C2C=CCC2)cc1)CN1CCCCC1 (stereo not given)	0.88
COc1ccccc1N1CCN(S(=O)(=O)c2ccc3c4c(cccc24)C(=O)N3)CC1	-1.9
Clc1ccc(-c2n[nH]c3c2CCC3)cc1Cl	-0.93
O=C(Nc1ccc(-c2nc3ccccc3o2)cc1)c1ccc(N2CCOCC2)c([N+](=O)[O-])c1	-0.59
CC(C)CCSc1nnc(Cn2c(=O)sc3ccccc32)n1C	0.5
Cn1c(C(=O)N2CCN(C3CCCCC3)CC2)cc2c(=O)n(C)c3ccccc3c21	-1.8
CCOC(=O)CN1C(=O)N[C@@H](c2ccccc2)[C@H](C(C)=O)[C@H]1C	-0.42
O=C1CCN(C(=O)Nc2ccccc2Cl)N1	0.37
c1ccc(CSc2nnnn2-c2ccc3c(c2)OCCO3)nc1	1.5
O=C(Cn1ccc2ccccc2c1=O)N1CCN(c2cccc(Cl)c2)CC1	-2.2
C=CCN1C(c2ccc(OCC)cc2)=CS/C1=C(\C#N)c1nnc2n1CCCCC2	-0.053
Cc1ccc(S(=O)(=O)N2CCC(=O)N(CCOCc3ccc(F)cc3)CC2)cc1	1
CCOc1ccc(S(=O)(=O)N(CC(=O)N2CCc3ccccc32)Cc2ccco2)cc1	-0.93
CCCOc1ccc(C(=O)N2CCN(c3ccc(N)cc3Cl)CC2)cc1	-0.037
O=C(CCCCn1c(=O)[nH]c2ccccc2c1=O)NCc1ccc2c(c1)OCO2	-0.033
CCCNC(=O)N1CCN(S(=O)(=O)c2ccc(C)c(C)c2)CC1	0.23
C[N+](C)(C)CCCCCCCCCC[N+](C)(C)C	1.5

In the list so far, these contain a cyano group:
compound	Cav32 inh
CC(C)(C)c1ccc(-c2nc3c(C#N)c(-c4ccc5c(c4)OCO5)ccn3n2)cc1	-1.9
COc1cc(/C=C(/C#N)c2nc3ccccc3[nH]2)ccc1OCC(=O)Nc1ccccc1C(C)C	-1.2
N#Cc1c(NCCN)nc(-c2ccco2)c2c1CCCC2	0.15
C=CCN1C(c2ccc(OCC)cc2)=CS/C1=C(\C#N)c1nnc2n1CCCCC2	-0.053

The list continues.
compound	Cav32 inh
OCc1nc2ccccc2n1C/C=C/c1ccccc1	-2.4
C=CCn1c(SCC(=O)NC(C)(C)C)nnc1-c1ccccc1O	-0.078
COC(=O)c1[nH]c2cc(OC)ccc2c1NC(=O)c1nonc1C	0.014
CC1(C)CC(=O)C(C(C2=C(O)CC(C)(C)CC2=O)c2cccc(O)c2)C(=O)C1 (stereo not given)	0.45
COC(=O)c1ccccc1NC(=O)c1ccc2c(c1)OCCO2	0.37
CCCNC(=O)c1cn(CC)c2cc(N3CCN(C)CC3)c(F)cc2c1=O	1.7
CCOC(=O)c1[nH]c(C)c(/C(O)=C2\C(=O)C(=O)N(CCCN(CC)CC)C2c2cccnc2)c1C (stereo not given)	0.62
CC1(C)CC(=O)C(C=NCCN2CCN(CCc3ccccc3)CC2)=C(O)C1	-0.013
COc1ccc(N=C2C(=Nc3ccc(OC)cc3)N(c3ccc(OC)cc3)C(=S)N2c2ccccc2)cc1	-3
O=C(c1ccc(Cl)c(Cl)c1)N(Cc1ccco1)c1ccc(O)cc1	-7.4*
Cc1[nH]c(=O)c(C#N)c2c1CCCC2	0.24
O=C(/C=N/O)NCc1ccncc1	-8*
Cc1c(C)c2cc3c4c(oc3c(C)c2oc1=O)CCCC4	-1.9
CCOC(=O)/C=C/c1ccc2c(c1)S(=O)(=O)N(c1cccc(OC)c1)[C@H]2CC(=O)OCC	0.55
Cc1ccc2nc(C(F)(F)F)c(C#N)c(N)c2c1	1.5
O=C(COc1ccc(-c2ccccc2)cc1)N1CCN(S(=O)(=O)Cc2ccccc2)CC1	-0.098

An excerpt from above in order of their number in Cav32 inh, lowest first.
SMILES,Cav32 inh
O=C(Nc1cccc2ccccc12)c1ccc(Cn2cc(Cl)cn2)cc1,-3.9*
Cc1cccc(N2C(=O)CC(N3CCN(c4ccccc4)CC3)C2=O)c1 (stereo not given),0.06
O=C1CC(N(C(=O)c2ccco2)c2ccc(F)cc2)C(=O)N1c1ccc(F)cc1 (stereo not given),0.81

(list continues)
compound	Cav32 inh
COc1ccc2c(c1)oc(=O)c1ccccc12	-1.6
Cc1cc2nc(CCN(Cc3cccnc3)C(=S)Nc3ccccc3)[nH]c2cc1C	-0.66
COc1ccc(C(=O)c2coc3ccc(O)c(CN(C)C)c23)cc1	-0.034
COCCn1c(SCc2cccnc2)nnc1-c1c[nH]c2ccccc12	-0.019
Cc1ccc(Cn2c(NC(=O)c3ccco3)nc3ccccc32)cc1	1.6
Cc1ccc(CN(CC(=O)N/N=C/c2ccco2)S(=O)(=O)c2ccc(C)cc2)cc1	-3.5
Cc1nc2cc(F)ccc2n1C1CCN(S(=O)(=O)c2ccccc2)CC1	-0.18
CC1CCCN(C(=O)CSc2cnc3ccccc3n2)C1 (stereo not given)	0.54
CCn1cc(C(=O)Nc2ccc3c(c2)OCCO3)c2cc(OC)c(OC)cc2c1=O	0.14
CCOc1cc(NC(=S)NCC2CCCO2)c(OCC)cc1NC(=O)c1ccccc1 (stereo not given)	0.76
Cc1cccc(-n2nc3c(c2NC(=O)c2ccco2)CSC3)c1C	-3.4
O=C(C1=C[C@@H](C2CCCCC2)C[C@@H](OCc2ccc(CO)cc2)O1)N1CCOCC1	-0.024
CCC(=O)N1CN(S(=O)(=O)c2ccc(C)cc2)CC1C (stereo not given)	0.35
Cc1ccc(OCC(=O)OCC(=O)c2c(N)n(C)c(=O)n(C)c2=O)cc1C	1.1
